# mcGAS MS inh – inhibitors of mouse cGAS. Q8C6L5. recombinant mouse cGAS, cGAMP by RapidFire MS. inhibition, % at 12.5 µM. 130,000 tested, 0.18% active. AID 1259397;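 active means inhibition of cGAS enzyme activity at or above 60%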;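 further: enzyme stimulated by 45 bp dsDNA with ATP and GTP substrates; cGAMP share of summed cGAMP plus half ATP and half GTP signals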
# Target sequence (Q8C6L5 whole entry, looked up): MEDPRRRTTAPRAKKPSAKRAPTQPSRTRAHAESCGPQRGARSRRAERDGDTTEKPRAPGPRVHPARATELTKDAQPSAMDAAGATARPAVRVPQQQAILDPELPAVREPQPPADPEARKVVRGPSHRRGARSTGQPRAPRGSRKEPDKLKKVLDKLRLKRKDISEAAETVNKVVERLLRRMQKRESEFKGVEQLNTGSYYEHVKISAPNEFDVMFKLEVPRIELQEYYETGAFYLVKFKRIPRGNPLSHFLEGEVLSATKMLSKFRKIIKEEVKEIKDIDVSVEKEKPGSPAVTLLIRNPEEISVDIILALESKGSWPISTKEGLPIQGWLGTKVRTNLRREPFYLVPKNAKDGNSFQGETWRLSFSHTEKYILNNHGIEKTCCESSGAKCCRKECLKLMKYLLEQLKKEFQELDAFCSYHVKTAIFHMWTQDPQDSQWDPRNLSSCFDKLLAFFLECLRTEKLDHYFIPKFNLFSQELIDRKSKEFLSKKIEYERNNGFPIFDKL
# * = called active by the depositor; & = joins results of further samples; ! = a repeat was not active.
SMILES,mcGAS MS inh
N#Cc1ccc(S(=O)(=O)NC2CC2)cc1,-5
O=C(NCc1cccnc1-n1ccnc1)C(=O)NC1CCCC1,-24
COc1ccccc1NC(=O)COc1cccc(F)c1,-10
CS(=O)(=O)NCC1CN(c2ccc(F)cc2)C(=O)O1 (centres undefined),47
Cc1nnc(SCc2ccccc2F)n1NCc1ccccc1,-4
COc1cccc(C=C2N=C(c3ccccc3F)OC2=O)c1OC,-14
O=C(O)CNC(=O)CN1C(=O)CSC1=S,13
C(=Nn1c(-c2ccco2)csc1=NCCc1ccccc1)c1ccco1,-23
COC(=O)N1CCCC(C(=O)Nc2ccc(N3CCCCC3)nc2)C1 (centres undefined),-1
C=CCC(=O)N(C)CC1(CO)CCCC1,-2
COc1cccc(C2NC(=O)CN2Cc2ccc(Br)cc2)c1O (centres undefined),-43
Cc1ccc(CN2CCN(C(=O)Cn3cccnc3=O)C(C)C2=O)cc1 (centres undefined),-8
COc1ccccc1OC(C)(C)C(=O)N1CCN(C)C(C(=O)O)C1 (centres undefined),82*!
Cc1c(C(=O)NCCC#N)sc(=O)n1Cc1cccc(F)c1,-10
O=C(CN1CSCC1=O)Nc1nc2ccc3ccccc3c2s1,8
CCn1c(=S)[nH]c2sc3c(c2c1=O)CCCCC3,-2
Cc1ccc(C(=O)NCCC(=O)OC(C)C)c(C)c1,-6
C=CCn1c(C)csc1=Nc1ccc(Cl)cc1,7
COc1cc(C(=O)N2CCC(NS(=O)(=O)c3ccccc3)CC2)ccc1C,4
C=C(C)CN1CCN(c2c3c(c(C#N)c4nc5ccccc5n24)CCC3)CC1,-11
CC1(C)CC(=O)C=C(NC2CC2)C1,-14
COc1cc(-c2nc(C=Nc3ccccc3Br)c(O)o2)cc(OC)c1OC,-5
COCCN(Cc1ccncc1)S(=O)(=O)c1cc(C)c(Cl)cc1Cl,-5
O=C(NCC12CC3CC(CC(C3)C1)C2)c1cccc2ncccc12,-11
CCCCn1c2ccccc2c2n[nH]c(=S)nc21,-11
# (list continues)
SMILES,mcGAS MS inh
Cc1ccc(C2c3c(oc4cc(C)c(Cl)cc4c3=O)C(=O)N2C)cc1 (centres undefined),-12
O=C(OC12CC3CC(CC(C3)C1)C2)C12CC3CC(CC(C3)C1)C2,-2
Nc1[nH]nc2nc(N3CCCC3)nc(-c3ccccc3)c12,12
O=S(=O)(O)CCCN1CCN(S(=O)(=O)c2ccc3c(c2)OCCO3)CC1,2
CC(C)C(NC(=O)C1CCCN(c2ncccn2)C1)c1ccc2c(c1)OCCO2 (centres undefined),-2
CC#CCN1CCc2nc3ccccc3c(C(=O)NCCc3ccc(O)cc3)c2C1,-6
COc1cccc(CN2CCN(Cc3c(C)nn(C)c3Cl)CC2CCO)c1 (centres undefined),-7
CCn1c(C2CCN(Cc3cc(-c4ccccc4)no3)CC2)nn(C)c1=O,-30
S=C(Nc1ccccc1)N1CCOC(c2ccc(Br)cc2)N1 (centres undefined),-5
CCOC(=O)N1CCN(C2CCCN(C(=O)CSc3nc(C)cs3)C2)CC1 (centres undefined),-6&-1
Cc1cc(C)n2nc(C(=O)N3CCCC(O)(CO)C3)cc2n1 (centres undefined),-29
OCC1(Cc2ccc(F)cc2)CCCN(c2ncnc3nc[nH]c23)C1 (centres undefined),-21
CCNC1CCSc2ccc(Br)cc21 (centres undefined),-2
Cn1c(=O)[nH]c(=O)c2nc(-c3ccccc3)c(-c3ccccc3)nc21,-13
COc1cccc(CN2CCNC(=O)CC2c2nccs2)c1 (centres undefined),1
CC(NC(=O)c1ccncc1F)c1nnc2n1CCNCC2 (centres undefined),-11
O=C(CN1CCN(S(=O)(=O)c2ccc(Cl)cc2)CC1)Nc1cccc(Br)c1,2
c1cc(CN2CCOC3(CNCCOC3)C2)n(-c2nccs2)c1 (centres undefined),4
CN(C(=O)c1cccc(CS(C)=O)c1)C1CCC(c2ccccc2)CC1 (centres undefined),1
Cc1nnsc1CN(C)C(=O)c1nnn(Cc2ccccc2)c1C,-16
CC(C)c1cc(=O)n2c(n1)SCC2CC(=O)NCc1ccc(Cl)cc1 (centres undefined),-10
CC(NC(=O)c1cc(Cl)ccc1I)C(=O)N(C)C (centres undefined),3
Cc1ccc(-c2cc(C(=O)O)n[nH]2)s1,6
CN(C)c1ncccc1C(=O)NCc1ccc(Br)s1,-16
CC(NC(=O)CSCc1ccccc1Cl)c1nn[nH]n1 (centres undefined),-15
# (cont.)
SMILES,mcGAS MS inh
CCc1nncn1CCNC(=O)N1CCCCCC1c1ccco1 (centres undefined),-16
Cc1[nH]n2c(=O)cc(-c3ccc(Cl)cc3)nc2c1-c1ccc(F)cc1,0
CN(Cc1cccc(C(=O)Nc2nccn2C)c1)Cc1cc(C2CC2)n[nH]1,-17
Cc1cc(C(C)(C)C)cc(C)c1CS(=O)Cc1ccc(F)cc1 (centres undefined),12
Cn1ccc(S(=O)(=O)N2CCC(C(=O)NC3(c4ccccc4)CCC3)CC2)c1,-2
Fc1ccccc1CON=C1CCN(c2ncccn2)CC1,-6
CCN1CCN(Cc2ccccc2CNC(=O)c2ccc(OC)cc2)CC1,-4
Cn1c(C2CCCCC2)nc2ccccc21,-10
O=C(NCc1cc(-c2ccc(F)cc2)no1)C1CCCCn2nnnc21 (centres undefined),2
O=c1c2ccccc2nc2n1CCS2,-12
O=C(c1cccnc1)N1CCc2c(ncnc2NCCC2=CCCCC2)C1,-3
COc1ccc(-c2cccc(-n3cccn3)c2)cc1C(N)=O,-25
CCCC(NCc1ccc(C(N)=O)cc1)c1ccccc1 (centres undefined),-6
O=C(c1ccccc1NS(=O)(=O)c1ccccc1Br)N1CCCCC1,-12
O=C(COC1CCCCC1)NCCNc1nc2ccccc2s1,-6
CC1CN(S(=O)(=O)N(CC2CC2)CC2CC2)C(C)CO1 (centres undefined),-9
Cc1csc(CNC(=O)NCc2cc(F)ccc2F)n1,0
O=C(CSCc1ccc(Cl)cc1)N1CCS(=O)(=O)C2CCCCC21 (centres undefined),-2
O=C(NCCn1cccn1)c1coc(COc2cccc(C(F)(F)F)c2)n1,-8
NC(=O)C(NC(=O)C1CCCc2ccccc21)c1ccccc1F (centres undefined),-5
COc1ccc(F)c(CN2CCCC3(CCN(C(=O)CCSC)C3)C2)c1 (centres undefined),4
COC1=CC(=O)OC1[C@@]1(c2ccccc2)OC[C@@H](c2ccccc2)N1S(=O)(=O)c1ccccc1 (some centres undefined),4
COc1ccccc1OCCCN1C(=O)C2(OCCCO2)c2ccccc21,-9
CS(=O)(=O)c1nccn1Cc1nc(Cc2ccccc2)no1,0
C[C@@H]1CN(C2=CC(=O)OC23CCCCC3)C[C@H](C)O1,0
# Remaining list, next part:
SMILES,mcGAS MS inh
Cc1ccc(C(=O)CC2(O)C(=O)Nc3c(C)ccc(Cl)c32)c(C)c1 (centres undefined),-12
Cc1c(C)n2c3c(=O)n(C)c(=O)n(C)c3nc2n1CCNc1ccccc1F,-13
CC1(C)Cc2c(sc(N=CN3CCCCCC3)c2C#N)C(C)(C)N1,-1
O=C(NCCc1ccccc1)Nc1cc2c(cc1Br)OCCO2,-6
Cn1cc(CN2CCC(C(O)c3ccccn3)CC2)c(-c2ccc(C3CCCCC3)cc2)n1 (centres undefined),-12
CC(C)(C)n1ncc2c(=O)n(NC(=O)C3CC3)cnc21,-3
O=C1C[C@H]2CC[C@@H](CN1)N2c1ccc(C(F)(F)F)cn1,-14
Cc1sc(C(=O)O)cc1CS(C)(=O)=O,-14
CCOC(=O)N1CCC(n2ccnc2-c2c(F)cc(OC)cc2F)CC1,-13
Cc1cc2ccccc2n1CCNC(=O)C1CCCC1,-6
COC(=O)c1cc(OCC2CCC2)cc(C(=O)N2CC(c3cccnc3)C2)c1,-3
C=C1C(C)=Nc2c(OC(C)C)nc(N)nc2N1C,-23
NS(=O)(=O)c1ccc(NS(=O)(=O)c2ccc(F)cc2)cc1,-3
O=C(Cc1nc2ccccc2nc1CC(=O)c1ccccc1)c1ccccc1,-16
Nc1nc(Cl)nc2c1ncn2C1O[C@H](CO)[C@@H](O)[C@@H]1F (some centres undefined),-9
Cn1ccnc1-c1ccc(NCCc2c[nH]c3ccccc23)nn1,-22
O=C(Nc1ccc(F)cc1NC(=O)C1CCCO1)c1ccccn1 (centres undefined),2
Cn1ncc2c1ncn1c(-c3ccc(Cl)cc3Cl)nnc21,-25
COc1ccc(N2C(=O)c3ccccc3NC2c2c(C)nn(C)c2Cl)c(OC)c1 (centres undefined),-1
Cc1cc2cc(CNC(=O)Nc3ccccc3)ccc2[nH]1,5
c1ccc(-c2ccnc3nc4ccccc4n23)cc1,1
Cn1c2c(c3cc(-c4cccc5c4CCNC5)ccc31)CCCC2=O,-13
Cc1cc(N2CCC(C(N)=O)CC2)c2cc(Cl)cc(C)c2n1,2&3
CC(C)OCCS(=O)(=O)Nc1cc(-n2cccc2)ccc1F,2
Cc1cccc(C(=O)N2CCCC3(C=Cc4ccccc4O3)CC2)n1 (centres undefined),-4
# (next part)
SMILES,mcGAS MS inh
CCc1ccc(S(=O)(=O)N2CCN(c3ccc(-c4cccs4)nn3)CC2)s1,1
CCOC(=O)C1CCN(C(=O)c2cn(CC)nc2OCC)CC1,-19
Cc1ccc(OC(C)C(=O)N2CCN(c3cc(C#N)ccn3)CC2)c(Br)c1 (centres undefined),0
CCn1ncnc1C(C)Nc1cc(OC)ncn1 (centres undefined),-2
CC(=O)N1CCN(CCNS(=O)(=O)N2CCCCC2)CC1,2
CCC(C)n1c(C)cn2c3c(=O)n(CC)c(=O)n(C)c3nc12 (centres undefined),-5
CC1CC1C(=O)N(CCN1CCN(C)CC1)Cc1ccc(Br)cc1F (centres undefined),-8
COc1cc(C)ccc1Oc1ccc(F)cc1N,-10
Cc1ccc(-n2cccn2)c(CNC2COc3ccccc3C2)c1 (centres undefined),-3
O=S(=O)(c1ccccc1NC1CCN(Cc2ccccc2)CC1)C(F)(F)F,0
CC(Sc1ccc(Cl)cn1)C(=O)O (centres undefined),-1
CCCc1cc(C(=O)OC(C)C(N)=O)sc1C (centres undefined),2
CC(=O)Nc1ccc(NC(=O)Cn2nc(C)c([N+](=O)[O-])c2C)cc1,-6
CCOc1ccc(CNC(=O)c2ccc(C(F)(F)F)cn2)cc1OC,-3
COc1c(C)cnc(CN(C)S(=O)(=O)NCc2ccccc2)c1C,-32
CCC1(C(C)C)NC(=O)N(CC(=O)C(C)(C)C)C1=O (centres undefined),-12
CC1CCCC(NC(=O)CN(C)CC2CCN(CCO)CC2)C1C (centres undefined),-5
Cc1nnc(NC(=O)CSc2nnc(CNC(=O)c3ccc(S(=O)(=O)N4CCCC4)cc3)n2-c2ccccc2)s1,-14
Cc1cc(C)n2nc(C(=O)NC3CCCCC3C(F)(F)F)nc2n1 (centres undefined),-6
CC(=O)Nc1ccc(F)c(C(=O)N2CCC(CN3CCC(C)CC3)CC2)c1,-30
O=C(O)[C@H]1C[C@@H](C(=O)N2CCCC2)CN(C/C=C/c2ccccc2)C1,-36
CC1NC(=S)N(C2CC2)C1=O (centres undefined),-7
Cc1ccc(N2CCCn3c2nc2c3c(=O)n(CCN3CCOCC3)c(=O)n2C)c(C)c1,-8
O=C(Nc1cccc(-c2ccn[nH]2)c1)C1CC2CCC1C2 (centres undefined),-6
CNc1ccc2ncc(-c3ccccc3OC)n2n1,-6

# Rewritten bar-delimited: 12 of the compounds above.
Compound | mcGAS MS inh
Cc1ccc(OC(C)C(=O)N2CCN(c3cc(C#N)ccn3)CC2)c(Br)c1 (centres undefined) | 0
CCn1ncnc1C(C)Nc1cc(OC)ncn1 (centres undefined) | -2
CC(=O)N1CCN(CCNS(=O)(=O)N2CCCCC2)CC1 | 2
CCC(C)n1c(C)cn2c3c(=O)n(CC)c(=O)n(C)c3nc12 (centres undefined) | -5
CC1CC1C(=O)N(CCN1CCN(C)CC1)Cc1ccc(Br)cc1F (centres undefined) | -8
COc1cc(C)ccc1Oc1ccc(F)cc1N | -10
Cc1ccc(-n2cccn2)c(CNC2COc3ccccc3C2)c1 (centres undefined) | -3
O=S(=O)(c1ccccc1NC1CCN(Cc2ccccc2)CC1)C(F)(F)F | 0
CC(Sc1ccc(Cl)cn1)C(=O)O (centres undefined) | -1
CCCc1cc(C(=O)OC(C)C(N)=O)sc1C (centres undefined) | 2
CC(=O)Nc1ccc(NC(=O)Cn2nc(C)c([N+](=O)[O-])c2C)cc1 | -6
CCOc1ccc(CNC(=O)c2ccc(C(F)(F)F)cn2)cc1OC | -3

# The main list resumes with the 2 entries that preceded the break.
SMILES,mcGAS MS inh
O=C(Nc1cccc(-c2ccn[nH]2)c1)C1CC2CCC1C2 (centres undefined),-6
CNc1ccc2ncc(-c3ccccc3OC)n2n1,-6
CCCCCCCCCCCCCCCC(=O)OC/C=C(C)/C=C/C=C(C)/C=C/C1=C(C)CCCC1(C)C,-3
CCOC(=O)CC(c1ccccc1)C1CCNCC1 (centres undefined),-22
Cc1cccc(N(C)C(=S)Oc2ccc3ccccc3c2)c1,-7
OCCCn1cnc(-c2ccccc2)c1-c1ccc(-c2cncnc2)cc1,-23
Cn1cc(-c2ncc(C(=O)N(CC3CCC3)CC(F)(F)F)s2)cn1,1
CCc1c(C)c(C#N)c2[nH]c3ccccc3n2c1=S,7
Cc1ccc(C)c(OC(C)C(=O)NCCc2n[nH]c3c2CCCC3)c1 (centres undefined),-15
c1ccc(NCC2COc3ccccc3O2)nc1 (centres undefined),-11
CC(NS(=O)(=O)c1ccccc1F)c1ccccc1Cl (centres undefined),-11
O=C1C(=Cc2ccc(OC(F)F)cc2OC(F)F)Oc2cc(O)ccc21,-3

# Not all compounds are listed (hit frequency here may not be typical).
